PLK1 PBD block: PLK1 (human) polo-box domain binding inhibition. P53350. Plk1 PBD binding of FITC phosphopeptide, fluorescence polarization. Potency, µM, inactives show max response, negative = inhibition, most hits filed as inhibitors. hit rate 2.8% among 360,000. AID 720504; also: potency is read from the fitted curve at half-maximal effect; series mostly up to about 57 µM; % is scaled to controls: 0 for no effect and ±100 for the full control effect; nearly all actives have a fitted effect of over 65% in size
EPAC1 ag: activates human EPAC1 exchange factor | O95398 | EPAC1 agonist qHTS, biochemical assay; response scale: 100% = response to 6.5 mM cAMP | Potency, µM (titrated, usually from 154 µM), for the others: top-dose activation, most hits filed as activators | hit rate 0.073% among 360,000 | AID 720707; also: potency is read from the fitted curve at half-maximal effect; nearly all actives have a fitted effect of over 60% in size
Target sequence (O95398 whole entry, looked up): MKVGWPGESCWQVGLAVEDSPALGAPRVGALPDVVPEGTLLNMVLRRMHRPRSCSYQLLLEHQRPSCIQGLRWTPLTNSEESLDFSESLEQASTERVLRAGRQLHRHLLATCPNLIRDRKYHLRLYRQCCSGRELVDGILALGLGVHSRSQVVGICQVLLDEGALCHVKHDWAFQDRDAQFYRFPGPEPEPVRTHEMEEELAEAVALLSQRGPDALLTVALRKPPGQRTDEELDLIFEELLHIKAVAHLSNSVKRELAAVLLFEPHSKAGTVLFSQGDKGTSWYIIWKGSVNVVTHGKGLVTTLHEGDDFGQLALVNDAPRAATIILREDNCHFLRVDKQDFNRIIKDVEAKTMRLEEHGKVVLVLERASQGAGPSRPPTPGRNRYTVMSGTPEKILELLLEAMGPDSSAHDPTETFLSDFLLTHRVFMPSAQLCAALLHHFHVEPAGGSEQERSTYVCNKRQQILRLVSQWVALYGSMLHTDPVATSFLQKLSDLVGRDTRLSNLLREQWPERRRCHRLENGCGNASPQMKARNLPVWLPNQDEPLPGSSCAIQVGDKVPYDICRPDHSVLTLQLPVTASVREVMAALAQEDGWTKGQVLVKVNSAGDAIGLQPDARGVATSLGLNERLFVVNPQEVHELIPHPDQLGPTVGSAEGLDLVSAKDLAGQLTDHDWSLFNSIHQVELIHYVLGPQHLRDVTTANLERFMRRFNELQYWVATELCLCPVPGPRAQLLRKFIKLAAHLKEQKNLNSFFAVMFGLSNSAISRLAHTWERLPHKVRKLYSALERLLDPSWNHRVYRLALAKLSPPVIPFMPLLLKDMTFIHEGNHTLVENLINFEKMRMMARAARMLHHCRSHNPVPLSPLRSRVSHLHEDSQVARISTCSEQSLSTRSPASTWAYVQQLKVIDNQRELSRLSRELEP
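Multi-concentration qHTS readout: loss of Rap1B-bound BODIPY-GDP fluorescence driven by 100 nM EPAC1 with excess GDP (50 uM), monitored kinetically at room temperature; agonist response expressed relative to 6.5 mM cAMP.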
FUS suppressor: rescues growth of FUS-expressing yeast; S. cerevisiae FUS-expressing, growth rescue, OD600, 24 h; Potency, µM (highest dose often 76.6 µM), inactives show top-dose growth rescue (activation), usual class: activators; hit rate 0.24% among 390,000;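 also: potency is read from the fitted curve at half-maximal effect; plate controls were DMSO vehicle for no effect and reference control for full effect; nearly all actives have a fitted effect of over 55% in size; some results filed as inactive show a strong effect at the top dose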
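Restored growth of FUS-toxic S. cerevisiae, read as 600 nm absorbance after 24 h at 30C in galactose medium (starting OD 0.005). Controls CP55940 and DMSO.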
IL-2 act: IL-2 activation. IL-2 activation reporter assay, cell-based qHTS; stimulated with anti-CD3/CD4/CD28 beads; in transgenic mouse T cells. activation, % (series mostly up to about 46 µM). hit rate 0.065% among 360,000. AID 652025; in the data active = activation above about 50%; inconclusive = mostly about 30% to 49%; also: 0% is about no effect
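Readout is EGFP and DsRed signal by fluorescent plate cytometry after 18 h at 37 degrees C. Transgenic mouse T cells (750/well) received compound for 60 min before bead stimulation (anti-CD3, anti-CD4, anti-CD28); memory T cells served as non-tolerant control.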
EPAC1 antag: EPAC1 (human) antagonism; Potency, µM (top dose mostly 115 µM), for the others: top-dose activity change, negative = inhibition, most hits filed as inhibitors; O95398; hit rate 0.14% among 360,000; EPAC1 GEF assay, Rap1b-BODIPY-GDP exchange fluorescence; AID 720709;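 also: potency is read from the fitted curve at half-maximal effect; plate controls were vehicle for no effect and positive control for full effect; nearly all actives have a fitted effect of over 50% in size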
aSyn rescue: alpha-synuclein toxicity inhibition in yeast; hit rate 0.14% among 370,000; Potency, µM (titrated, usually from 46.1 µM), for the others: top-dose growth rescue (activation), hits mostly activators; Yeast expressing alpha-synuclein, growth rescue, BacTiter-Glo, 24 h; AID 652106; also: potency is read from the fitted curve at half-maximal effect; % of control where 0% means no effect; nearly all actives have a fitted effect of over 65% in size
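Screening used galactose-induced yeast with toxic alpha-synuclein levels, exposed to compound for 24 hr at 30 deg C. Cell growth, read with BacTiter-Glo luminescence, gave the measured signal.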
WRN helicase inh: inhibitors of human WRN helicase. Q14191. WRN helicase unwinding, fluorescent forked duplex, kinetic. Potency, µM (doses to about 114 µM), for inactives: at the top dose activity change, negative = inhibition, most hits filed as inhibitors. hit rate 0.46% among 360,000. AID 651768; also: potency is read from the fitted curve at half-maximal effect; % is scaled to controls: 0 for no effect and ±100 for the full control effect; nearly all actives have a fitted effect of over 55% in size
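WRN at 20 nM final preincubated with compound 15 min at room temperature; reaction started with 100 nM fluorophore/quencher forked duplex oligonucleotide and 2 mM ATP final. Unwinding followed kinetically by red fluorescence (ex 525, em 598 nm).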
PI5P4K alpha inh: inhibitors of human PI5P4K alpha. hit rate 1.2% among 330,000. PI5P4Kalpha enzyme, ADP-Glo luminescence, 60 min; hits give low values. max response, %. AID 652105; active = max response of -50% or lower; inconclusive = between -30% and -50%; inactive = -30% or higher; also: value at the top dose of about 77 µM; % is scaled to controls: 0 for no effect and ±100 for the full control effect
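ADP-Glo luminescence end-point after a 60 min room-temperature kinase reaction. PI5P4Kalpha and substrate in HEPES pH 7.4 buffer with EGTA, 0.1% CHAPS and 5% DMSO; ATP at 5 microM final.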
Abeta yeast res: compounds reversing amyloid beta toxicity in yeast; yeast expressing A-beta42, growth rescue, OD600, 48 h; response scale: 0% DMSO, 100% iron-clioquinol control; Potency, µM (highest dose often 46.1 µM), inactives show top-dose growth rescue, usual class: activators; hit rate 0.063% among 410,000; AID 1347071; also: potency is read from the fitted curve at half-maximal effect; nearly all actives have a fitted effect of over 55% in size
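Yeast A-beta toxicity model in growth medium with pinned compounds, 48 h at 30 C; growth read as absorbance at 600 nm. Normalized to FeCl3/clioquinol equimolar mix (positive) and DMSO (negative).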
Active calls of the source: *; ? = inconclusive; / = not tested or not shown; [ ] = another dose, or the depositor's remark. Unless noted, calls follow the shape of the dose curve; as a rule, active = well fitted curve in the direction sought with a large enough effect; inconclusive = small, poorly fitted or top-dose-only effect, or another doubt; inactive = no such curve, though single readings can be large; an effect the other way counts as inactive or inconclusive.

smiles	PLK1 PBD block	EPAC1 ag	FUS suppressor	IL-2 act	EPAC1 antag	aSyn rescue	WRN helicase inh	PI5P4K alpha inh	Abeta yeast res
CNC[C@H]1Oc2c(NS(=O)(=O)c3ccc(F)cc3)cccc2C(=O)N([C@H](C)CO)C[C@@H]1C	5%	4%	-21%	-0.5	-12%	2%	-9%	-3	4%
COc1cccc(NC(=S)N(Cc2ccco2)C(C)c2ccco2)c1 (configuration not stated)	-11%	18%	-4%	-0.8	-4%	4%	-3%	-2	9%
COc1ccc2[nH]c3c(c2c1)CCN1C(=O)C(CC(=O)NCCC2=CCCCC2)C[C@H](C(=O)N2CCCCC2)[C@@]31C (some centres not stated)	-5%	-9%	31%	-0.5	-5%	1%	-9%	-2	6%
CCOc1ccc(N2CC(O)(c3cccs3)[N+]3=C2CCCC3)cc1 (configuration not stated)	-10%	11%	21%	-3.1	-7%	-1%	?	-4	5%
CCOC(=O)C(NC(=O)CC)(Nc1sc2c(c1C(=O)OC)CCN(C)C2)C(F)(F)F (configuration not stated)	-3%	-6%	/	-0.4	-17%	5%	-2%	12	11%
O=C(O)CSc1nnc(-c2cc3ccccc3o2)n1-c1ccccc1	2%	5%	-7%	0.5	2%	0%	-22%	-21	5%
COc1cccc([C@@H]2CC=C(C(=O)O)[C@H](c3ccc(C)cc3)N2S(=O)(=O)c2ccc(C)cc2)c1	-4%	-9%	-6%	-0.3	-2%	5%	3%	1	5%
CCCNC(=S)NC1CC2CCCC(C1)N2CC(C)C (configuration not stated)	2%	-1%	-5%	-1.5	9%	5%	0%	/	4%
Cn1c(=O)[nH]c(=O)c2c1nc(NC1CCCC1)n2Cc1ccccc1	-9%	23%	11%	0.5	-3%	-9%	-1%	0	7%
CC(=O)C1=CCC(c2ccc(Cl)cc2)N(S(=O)(=O)c2ccccc2)C1 (configuration not stated)	-12%	16%	-2%	-0.7	-4%	?	-14%	10	-13%

Two entries picked at random from the list so far:
smiles	PLK1 PBD block	EPAC1 ag	FUS suppressor	IL-2 act	EPAC1 antag	aSyn rescue	WRN helicase inh	PI5P4K alpha inh	Abeta yeast res
CCOC(=O)C(NC(=O)CC)(Nc1sc2c(c1C(=O)OC)CCN(C)C2)C(F)(F)F (configuration not stated)	-3%	-6%	/	-0.4	-17%	5%	-2%	12	11%
COc1cccc(NC(=S)N(Cc2ccco2)C(C)c2ccco2)c1 (configuration not stated)	-11%	18%	-4%	-0.8	-4%	4%	-3%	-2	9%

(next part)
smiles	PLK1 PBD block	EPAC1 ag	FUS suppressor	IL-2 act	EPAC1 antag	aSyn rescue	WRN helicase inh	PI5P4K alpha inh	Abeta yeast res
CCCn1c2c(c(O)c(C(=O)NC)c1=O)CCCC2	8%	-9%	-3%	-0.4	2%	-13%	4%	-4	-16%
Cc1ccc(-c2ccc(CCC(=O)O)n2Cc2ccco2)cc1	-23%	1%	18%	-0.1	-13%	15%	?	?	-20%
O=C(Nc1ccccc1)c1ccccc1NC(=O)C(F)(F)F	-5%	5%	13%	-2.2	-5%	-21%	-2%	/	-17%
COc1cc(/C=N/NC(=O)c2c(-c3ccccc3)noc2C)cc(OC)c1OC	-9%	-1%	10%	-1.0	-8%	9%	6%	-1	-8%
CCNC(=O)NC(=O)C(C)N1C(=O)NC(c2ccccc2)(c2ccccc2)C1=O (configuration not stated)	-6%	3%	26%	-0.2	5%	0%	5%	-3	5%
Cc1ccc(NC(=O)CNc2cccc(Br)c2)cc1S(=O)(=O)N1CCOCC1	-3%	16%	?	-0.1	-8%	6%	-10%	0	3%
O=C1NC[C@H](CCCCN2CCN(CCc3ccc(O)cc3)C(=O)C2=O)N(CCc2ccc(O)cc2)C1=O	-9%	14%	-7%	-0.5	-10%	-4%	5%	-5	0%
CCOc1ccc2nc(NC(=O)C3CCCN(S(=O)(=O)c4cccs4)C3)sc2c1 (configuration not stated)	-7%	19%	40%	0.4	-6%	16%	-27%	-6	?
CN(Cc1ccccc1C(F)(F)F)C(=O)C1CCC(=O)N(CC2CCCCC2)C1 (configuration not stated)	0%	-17%	27%	-2.0	-12%	4%	7%	2	8%
C[C@@H]1CCCCO[C@H](CN(C)C(=O)Nc2ccc3c(c2)OCO3)[C@H](C)CN([C@@H](C)CO)C(=O)c2cc(NS(=O)(=O)c3ccc(Cl)cc3)ccc2O1	-18%	15%	?	-3.5	2%	1%	-4%	3	5%
C=CCOc1ccc(/C=C(\C#N)C(=O)Nc2ccccn2)cc1OC	-4%	9%	-10%	-3.5	4%	0%	4%	-4	-2%
CCCCC(c1nc2ccccc2[nH]1)n1c(-c2ccccc2)nc2ccccc21 (configuration not stated)	5%	-10%	-20%	-0.4	1%	0%	6%	1	-3%
CN(CC(=O)Nc1ccccc1Cl)C(=O)C1CCN(S(=O)(=O)c2ccc3c(c2)OCCO3)CC1	-2%	1%	16%	-2.5	4%	0%	13%	6	9%
CC(/C=C/c1ccccc1F)=N\NC(=O)c1ccccc1	-3%	-2%	-21%	-0.6	-13%	-2%	-3%	9	-14%
COC(=O)c1ccc(S(=O)(=O)N(Cc2ccccc2)Cc2ccccc2)n1C	-2%	-5%	2%	0.3	-23%	-7%	-7%	-3	-1%
O=C(NC1CCCCC1NC(=O)c1cccs1)c1cccs1 (configuration not stated)	-2%	8%	-3%	-1.2	5%	3%	6%	1	-2%
CCOC(=O)C(/C=C(\C#N)C(=O)OCC)=C(/N)N1CCN(c2ccccc2)CC1	3%	-4%	21%	0.5	-7%	-8%	5%	-1	11%
Brc1ccc(NCc2cccc3ccccc23)nc1	1%	20%	-11%	-2.1	-8%	/	-13%	15	9%
CCOc1cc(NC(=S)Nc2cccc(C)c2)c(OCC)cc1NC(=O)CC(C)C	-7%	2%	26%	2.6	-18%	-3%	4%	/	-5%
CCOc1ccc(N(C(=O)CNC(=O)c2ccco2)C(C(=O)NC2CCCC2)c2cccnc2)cc1 (configuration not stated)	-13%	-17%	13%	-0.8	-6%	0%	-13%	3	16%
COc1ccc(C(=O)Nc2nc(-c3cccs3)cs2)cc1	-2%	10%	/	-4.2	-1%	-34%[inhibitor]	-21%	-2	-39%[inhibitor]
CC(C)NC(=O)Nc1ccc2c(c1)C(=O)N([C@H](C)CO)C[C@H](C)[C@@H](CN(C)Cc1ccc(C(F)(F)F)cc1)OCCCC[C@@H](C)O2	-17%	-27%	13%	-4.7	-10%	-1%	-11%	10	5%
O=C(NCCc1ccccc1C(F)(F)F)C1CCC(=O)N(CCCN2CCCC2=O)C1 (configuration not stated)	-13%	1%	14%	-2.6	-6%	-3%	2%	1	12%
N#Cc1c(N)c(C(=O)c2ccccc2)n2c1CCCC2	-3%	6%	-13%	0.2	4%	2%	-2%	/	14%
CCOc1ccc(OCC)c(NC(=O)CN2CCN(CC(=O)NC(C)C)CC2)c1	-19%	0%	-7%	0.5	-29%	-10%	-2%	-8	-14%
CCOc1ccc(S(=O)(=O)N2CN(c3cccc(C(C)=O)c3)c3nc4ccccc4nc32)cc1	-7%	-2%	/	-2.3	-23%	-10%	-1%	4	4%
CC1=C(C(=O)N2CCCCCC2)CC(CC(=O)NC2CCCC2)C(=O)N1CCC1=CCCCC1 (configuration not stated)	-6%	-13%	25%	-0.3	-4%	2%	-2%	5	2%
Cc1ccccc1NC(=O)C(C)OC(=O)CCC(=O)c1ccccc1 (configuration not stated)	-10%	6%	-15%	-1.0	-11%	5%	-3%	9	0%
CCOC(=O)C1=C(COC(=O)Cc2c(F)cccc2Cl)NC(=O)NC1C (configuration not stated)	-14%	7%	-7%	0.6	-2%	2%	2%	-3	22%
CCOC(=O)C1C(=O)NC(N2CCN(c3ccccc3)CC2)=NC1c1ccco1 (configuration not stated)	-7%	0%	10%	-1.2	-5%	-4%	2%	1	0%
C[C@H](NC(=O)c1nc[nH]c1C(=O)NCCCCCN)C(=O)OC(C)(C)C	-1%	9%	-19%	0.0	-4%	0%	2%	5	-10%
CCOC(=O)c1c(C)[nH]c(=S)c(C#N)c1-c1ccccc1	?	5%	/	-0.4	-4%	0%	-18%	-16	12%
CCN(CC)CCN1C(=O)c2ccccc2NC1c1ccccc1F (configuration not stated)	-2%	6%	2%	0.0	3%	2%	-4%	/	-8%
CCc1nnc(NC(=O)CCC(=O)N2CCN(CCc3ccccc3)CC2)s1	-3%	-1%	5%	0.8	9%	3%	0%	1	5%
Cc1cc(NS(=O)(=O)c2ccc(NC(=O)c3cc(-c4cccnc4)nc4ccc(Cl)cc34)cc2)no1	?	11%	32%	0.1	-4%	0%	-7%	/	7%
CC(C)(C)n1cc(S(=O)(=O)c2ccccc2)[nH]c1=O	-2%	-3%	11%	-0.3	13%	2%	10%	-2	6%
O=C(N/N=C/c1cccc(Cl)c1)c1c(O)c2c([nH]c1=O)CCCC2	0%	4%	1%	0.5	-25%	7%	-4%	-1	-5%
O=C(COc1ccccc1)NS(=O)(=O)c1ccccc1	-4%	-3%	-4%	1.5	2%	4%	5%	-2	10%
CN(Cc1nccs1)C(=O)CC1C(=O)NCCN1Cc1ccc(-c2ccccc2)cc1 (configuration not stated)	27µM*	-6%	5%	-1.5	21%	1%	6%	-6	11%
COc1ccc(-c2nc3ccc(C(=O)NCCCN4CCOCC4)cc3nc2-c2ccc(OC)cc2)cc1	-9%	-3%	25%	-1.1	-9%	0%	-2%	9	-22%
COc1cc(C(=O)Nc2cccc(S(=O)(=O)N3CCCC3)c2)c([N+](=O)[O-])cc1OC	-11%	-1%	39%	1.5	-24%	-3%	-21%	8	6%
O=C(CN1C(=O)CCC1=O)Nc1nc(-c2cccs2)cs1	-10%	5%	34%	-0.1	-5%	1%	-4%	-21	19%
COc1cc2c(cc1OC)C(Cc1ccccc1[N+](=O)[O-])=NCC2	-10%	0%	/	-4.8	-5%	10%	-1%	0	0%
CC1/C(=C\c2ccc(Cl)cc2)C(=O)C2CC1C2(C)C (configuration not stated)	2%	-1%	7%	-1.0	-3%	-1%	-8%	1	-6%

High-throughput results deposited in PubChem by National Center for Advancing Translational Sciences (NCATS).
